JMJD2A Tudor – qHTS Assay for Inhibitors of JMJD2A-Tudor Domain | Lysine-specific demethylase 4A (Homo sapiens), O75164 | AlphaScreen JMJD2A-Tudor / H3K4me3 peptide binding | Potency, µM (doses to about 114 µM), for inactives: at the highest dose activity change, negative = inhibition, usual class: inhibitors | 390,000 tested, 4.4% active; note: potency is the fitted concentration of half-maximal effect; % is set by controls: 0 for no effect and ±100 for the full control effect; nearly all actives have a fitted effect of over 50% in size
Target sequence (O75164 whole entry, looked up, the tested form may be a part): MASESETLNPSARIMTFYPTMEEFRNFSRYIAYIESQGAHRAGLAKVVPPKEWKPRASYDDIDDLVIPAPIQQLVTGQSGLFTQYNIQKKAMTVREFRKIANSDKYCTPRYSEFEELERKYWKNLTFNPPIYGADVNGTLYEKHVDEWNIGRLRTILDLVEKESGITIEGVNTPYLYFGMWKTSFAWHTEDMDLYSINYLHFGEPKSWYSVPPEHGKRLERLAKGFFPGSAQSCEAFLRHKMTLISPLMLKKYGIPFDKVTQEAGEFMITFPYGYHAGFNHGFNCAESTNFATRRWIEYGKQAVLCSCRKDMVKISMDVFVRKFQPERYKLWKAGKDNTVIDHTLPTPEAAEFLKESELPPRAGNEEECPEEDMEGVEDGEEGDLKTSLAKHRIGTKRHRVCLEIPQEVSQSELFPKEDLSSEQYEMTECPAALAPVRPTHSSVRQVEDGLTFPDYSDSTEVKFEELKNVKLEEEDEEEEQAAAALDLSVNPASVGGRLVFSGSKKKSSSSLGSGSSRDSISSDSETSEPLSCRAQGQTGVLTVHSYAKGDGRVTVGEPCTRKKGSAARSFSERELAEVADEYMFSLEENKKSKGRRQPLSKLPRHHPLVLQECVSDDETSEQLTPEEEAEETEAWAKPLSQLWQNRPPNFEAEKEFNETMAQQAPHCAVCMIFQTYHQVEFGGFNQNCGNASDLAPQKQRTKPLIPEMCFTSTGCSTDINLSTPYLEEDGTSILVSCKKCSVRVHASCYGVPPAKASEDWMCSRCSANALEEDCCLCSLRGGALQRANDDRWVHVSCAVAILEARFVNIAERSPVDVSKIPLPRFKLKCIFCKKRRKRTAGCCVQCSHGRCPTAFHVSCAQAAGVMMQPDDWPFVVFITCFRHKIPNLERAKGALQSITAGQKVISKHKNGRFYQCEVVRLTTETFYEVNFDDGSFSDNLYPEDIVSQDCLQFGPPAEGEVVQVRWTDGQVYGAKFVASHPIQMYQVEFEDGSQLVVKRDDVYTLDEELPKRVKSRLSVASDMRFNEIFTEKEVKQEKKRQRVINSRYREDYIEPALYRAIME
GLS inh – qHTS for Inhibitors of Glutaminase (GLS); GLS enzymatic activity, qHTS titration; Potency, µM (series often up to 45.5 µM), without a hit: top-dose activity change, negative = inhibition, actives largely listed as inhibitors; 410,000 tested, 0.21% active; AID 624170, 2012; note: potency is the fitted concentration of half-maximal effect; % is set by controls: 0 for no effect and ±100 for the full control effect
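Coupled fluorescence readout: glutamate oxidase/HRP/Amplex Red detect glutamate formed by hKGA from L-glutamine (1 mM solution added). Buffer 45 mM KH2PO4 pH 8.2, 0.02% Tween-20; reads at t0 and 30 min RT.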
Pin1 inhibitor – qHTS Assay to Find Inhibitors of Pin1. Potency, µM (top dose mostly 115 µM), for the others: at the top dose activity, negative = inhibition, most hits filed as inhibitors. 390,000 tested, 0.009% active. Pin1 FP peptide displacement, HiFluor488, 10 min. Peptidyl-prolyl cis-trans isomerase NIMA-interacting 1 (Homo sapiens), Q13526; active = well fitted inhibition curve with a large enough effect in the polarisation, with a control signal flat, not every such curve was filed as active; inconclusive = small, poorly fitted or top-dose-only effect, or effect the other way, or a change in a side signal; inactive = no such curve, though single readings can be large or run the other way; the % refers to the polarisation; note: potency is the fitted concentration of half-maximal effect; % is set by controls: 0 for no effect and ±100 for the full control effect
HP1b binding inh – HTS for Inhibitors of HP1-beta Chromodomain Interactions with Methylated Histone Tails; AID 540317, 2011; AlphaScreen HP1-beta / biotin-H3K9me3 peptide binding; Potency, µM (doses to about 114 µM), for inactives: at the top dose activity change, negative = inhibition, most hits filed as inhibitors; 390,000 tested, 0.56% active; note: potency is the fitted concentration of half-maximal effect; nearly all actives have a fitted effect of over 70% in size; inactives centre near 23
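HP1-beta protein (50 nM final) preincubated 30 min at room temperature with biotinylated H3(1-18)K9me3 peptide (50 nM) in PBS pH 7.4, 0.01% Tween-20, then compound added for 30 min. AlphaScreen streptavidin donor/nickel chelate acceptor beads (10 ug/mL final), 30 min dark, luminescence read.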
BAZ2B block – qHTS Assay for Inhibitors of BAZ2B; Bromodomain adjacent to zinc finger domain protein 2B (Homo sapiens), Q9UIF8; AlphaScreen BAZ2B-H3K14Ac peptide displacement; Potency, µM (series often up to 114 µM), without a hit: at the top dose activity change, negative = inhibition, hits mostly inhibitors; 360,000 tested, 4.4% active; AID 504333, 2011; note: potency is the fitted concentration of half-maximal effect; % is set by controls: 0 for no effect and ±100 for the full control effect; nearly all actives have a fitted effect of over 60% in size
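BAZ2B (50 nM) with biotin-H3(5-23)K14Ac peptide (50 nM) in PBS pH 7.4, 0.01% Tween-20, preformed 30 min, then compound 30 min at room temperature; top concentration 110uM. AlphaScreen streptavidin donor/nickel chelate acceptor beads (10 ug/mL final), 20 min dark, signal read.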
PGK inhibitor – qHTS Assay to Find Inhibitors of Phosphoglycerate Kinase | AID 602233, 2012 | PGK/GAPDH coupled, Kinase-Glo luminescence, 60 min | Potency, µM (top dose mostly 57.5 µM), inactives show top-dose activity change, negative = inhibition, usual class: inhibitors | 380,000 tested, 0.043% active; note: potency is the fitted concentration of half-maximal effect; % is set by controls: 0 for no effect and ±100 for the full control effect; nearly all actives have a fitted effect of over 60% in size
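Luminescent ATP detection (Kinase-Glo Plus) follows a 60-minute room-temperature incubation, with wells lacking PGK as controls. Buffer: 100 mM TEA (pH 7.6), 5 mM MgCl2, 0.01% Tween-20. Coupling enzyme GAPDH (100 nM final) supplies unstable 1,3-BPG in-well.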
Pol eta inh – qHTS for Inhibitors of Polymerase Eta | DNA polymerase eta (Homo sapiens), Q9Y253 | recombinant Pol eta, fluorescent DNA replication assay | Potency, µM (highest dose often 114 µM), inactives show top-dose activity change, negative = inhibition, actives largely listed as inhibitors | 390,000 tested, 1.2% active; note: potency is the fitted concentration of half-maximal effect; % is set by controls: 0 for no effect and ±100 for the full control effect
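Pol eta at 10 nM preincubated with compounds 15 min at room temperature; reaction started with fluorescent substrate (50 nM final) and read kinetically at 0 and 10 min.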
PI4K2A block – qHTS for small molecular inhibitors of PI4K2A. Phosphatidylinositol 4-kinase type 2-alpha (Homo sapiens), Q9BTU6. purified PI4K2A, ADP-Glo luminescence, 1 h; hits give low values. activity change, negative = inhibition, % at 76.9 µM. 420,000 tested, 0.13% active. AID 1346378, 2018; in the data active = activity change below about -50%; inconclusive = mostly about -30% to -49%;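 note: -100% = wells without enzyme as full effect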
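ADP-Glo luminescence measured ADP generated by PI4K2A enzyme (4 ug/mL before mixing) with 1.2 mM PI substrate (pre-mix) and 300 microM ATP (pre-mix). Tris pH7.5 buffer with MgCl2, Triton X-100; 1 h reaction at ambient temperature.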
G9a block – qHTS Assay for Inhibitors of Histone Lysine Methyltransferase G9a | G9a H3K9 monomethylation, AlphaScreen, 2 h | 350,000 tested, 8.8% active | Potency, µM (doses to about 102 µM), without a hit: at the top dose activity, negative = inhibition, hits mostly inhibitors | AID 504332, 2011 | Histone-lysine N-methyltransferase EHMT2 (Homo sapiens), Q96KQ7; note: potency is the fitted concentration of half-maximal effect; % is set by controls: 0 for no effect and ±100 for the full control effect; nearly all actives have a fitted effect of over 75% in size
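Chemiluminescent proximity detection of H3K9 monomethylation, read after 10 min bead incubation in the dark. Reaction: 20 nM G9a, 500 nM biotin-H3K9 peptide, 20 uM SAM cofactor, 2 h, room temperature, following 15 min enzyme-compound preincubation.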
Numbers without * were called inactive; i = inactive; ? = inconclusive; . = no result given; & = joins results of further samples; [ ] = dose if it differs, or a comment. Unless noted, calls come from the whole dose curve; as a rule, active = well fitted curve in the direction sought with a large enough effect; inconclusive = small, poorly fitted or top-dose-only effect, or another doubt; inactive = no such curve, though single readings can be large; an effect the other way counts as inactive or inconclusive. These rows are one share of the data; the hit share may differ from the screen's.

SMILES | JMJD2A Tudor | GLS inh | Pin1 inhibitor | HP1b binding inh | BAZ2B block | PGK inhibitor | Pol eta inh | PI4K2A block | G9a block
O=C(COC(=O)c1ccco1)NCc1ccc(F)cc1 | -6% | -4% | 25% | 17% | -13% | -6% | -16% | -1 | .
Cc1c(Cl)c(C(=O)N2CCCc3ccccc32)nn1C | 3% | 2% | -3% | 22% | -3% | 7% | -10% | 6 | 2%[59 µM]
CCOc1ccc(CNC(=O)CSc2nnc(C)c3c(C)n(-c4ccccc4)nc23)cc1 | -16% | -1% | 9% | 47%[activator] | -14% | 0% | -9% | -2 | ?
CC(C)Cn1c(N)c(C(=O)COC(=O)C2CC(=O)N(Cc3ccccc3Cl)C2)c(=O)n(C)c1=O (stereo not given) | -18% | 4% | 4% | 28% | 1% | i | -7% | -1 | 1%
CC1=C(C(=O)Nc2cccnc2)C(c2cccnc2)n2nc(-c3cccs3)nc2N1 (stereo not given) | -12% | 26% | 2% | 9% | 7% | -1% | 3% | -22 | 4%
Cc1ccc(CNC(=O)CCc2nnc3ccc(NCCCN4CCCC4=O)nn23)cc1 | 4% | -5% | -2% | 45%[activator] | -33% | -1% | -4% | -2 | -2%
COc1ccc(N2CCN(C(=O)c3oc4ccccc4c3NC(=O)Cc3ccc(OC)c(OC)c3)CC2)cc1 | ? | 23% | 3% | 4% | ? | -7% | -27% | -5 | 28µM*
Cc1ccc(C(=O)N2N=C(c3ccccc3)CC2(O)C(F)(F)F)o1 (stereo not given) | -6% | -9% | 13% | 33% | -2% | 11% | -21% | 1 | .
CCOc1ccc(NC(=O)CN(C)C(=O)CCCOc2ccc(Cl)c(C)c2)cc1OCC | -26% | 10% | -1% | 8% | -13% | i | -14% | -6 | .
O=C(Nn1c(-c2ccc(Br)cc2)nc2ccccc2c1=O)c1ccncc1 | -8% | 4% | -1% | 16% | . | 7% | 8% | -5 | ?
Cc1ccc(Cn2c(O)c(N=NC(=S)Nc3ccccc3F)c3ccccc32)cc1 | ? | 8% | 3% | -8% | 40µM* | 0% | -12% | -2 | 11µM*
COc1cccc(C(=O)NC2=NC(c3ccc(N(C)C)cc3)CC(=O)N2)c1 (stereo not given) | -21% | 21% | 10% | 8% | -15% | i | -7% | 1 | ?
C=CCOc1ccc(C(c2c(C(=O)O)[nH]c3ccccc23)c2c(C(=O)O)[nH]c3ccccc23)cc1 | 79µM* | 81%[activator] | . | 71µM* | 50µM* | -14% | 32µM* | -16 | 35µM*
Cc1cc(C)c(S(=O)(=O)N2CCCC2CNC(=O)c2ccc3c(c2)OCO3)c(C)c1 (stereo not given) | -25% | 23% | 12% | 0% | -6% | -1% | 2% | 5 | ?
Cc1ccc(S(=O)(=O)N2c3cc(C)ccc3OCC2C(C)(C)C)cc1 (stereo not given) | 11% | -1% | 6% | 69%[activator] | 8% | -4% | -16% | 4 | 14%[59 µM]
CCOC(=O)c1sc(NC(C)=O)nc1-c1ccccc1 | 0% | -3% | 6% | 27% | -3%[57.1 µM] | -5% | -6% | 3 | ?
O=C(COc1ccccc1)NCC(c1ccco1)N1CCCCC1 (stereo not given) | -8% | 11% | 0% | 24% | 14% | 5% | -8% | -1 | -4%[2.33 µM]
CCc1ccc[n+](-c2[nH]c(=O)sc2/C=N/N=C(\[O-])c2cccnc2)c1 | -16% | 12% | ? | 70%[activator] | ? | -10% | -3% | -1 | ?
O=C(O)c1ccc(SCc2ccccc2)nc1 | 4% | 2% | 10% | 47% | . | -6% | -18% | -29 | .
O=C(Nc1cccnc1)c1ccc(F)c(S(=O)(=O)N2CCOCC2)c1 | -1% | 1% | -8% | 28% | ? | 0% | -23% | 1 | 11%
CCN(CC(=O)Nc1c(F)cccc1F)C(=O)CCSc1ccc(C)cc1 | -6% | -10% | -7% | 17% | 1% | i | -14% | 1 | -24%[12.7 µM]
CS(=O)(=O)Nc1cccc(C2=NN(C(=O)CCCC(=O)O)C(c3cccs3)C2)c1 (stereo not given) | -6% | -7% | -10% | 23% | -12% | -1% | -16% | 1 | 14%
CC(C)C[C@@H]1NC(=O)N(CCN2CCOCC2)C1=O | -4% | 14% | -2% | 20% | 5% | 11% | -9% | 7 | ?
COc1ccc(-c2nc(CSc3nnc(C)n4c3cc3occc34)c(C)o2)cc1OC | -18% | 15% | 6% | 19% | -27% | 1% | -8% | 1 | -30%[59 µM]
O=C(Nc1ccccc1C(F)(F)F)C(O)(c1ccccc1)C1CCCCC1 (stereo not given) | -14% | -5% | -1% | 34% | 2% | -1% | -7% | 0 | -1%[0.501 µM]
Additional results.
SMILES | JMJD2A Tudor | GLS inh | Pin1 inhibitor | HP1b binding inh | BAZ2B block | PGK inhibitor | Pol eta inh | PI4K2A block | G9a block
C(#Cc1ccccc1)CN1CCOCC1 | -21% | 18% | -7% | 13% | -16% | -4% | -10% | -1 | -4%[59 µM]
COc1ccc(Cl)cc1NC(=O)CCS(=O)(=O)c1cc2c(cc1C)NC(=O)CO2 | -12% | 0% | 0% | 15% | -16% | 0% | -2% | 5 | 8%
Cc1cc(C)c2c(=O)cc(CSc3n[nH]c(C)n3)[nH]c2c1 | -18% | 1% | 4% | 13%[57 µM] | 2% | -9% | -11% | 1 | 4%[59 µM]
C/C(=N\OC(=O)c1cccc(Cl)c1)c1sc(C)nc1C | -25% | 1% | 30% | 29% | 6% | -2% | ? | 0 | 23%
CCOC(=O)c1nnc(-c2ccc(C)cc2)nc1Oc1ccc(Cl)cc1Cl | -4% | 1% | 0% | 37% | -28% | -9% | -2% | -8 | ?
Cc1occc1C(=O)NCc1nc(-c2ccccc2)no1 | -5% | -1% | 1% | 8% | -9% | 2% | -13% | -4 | 10%
CS(=O)(=O)N(Cc1ccccc1)c1ccc(C(=O)NC2CCCCC2O)cc1 (stereo not given) | 3% | 1% | 0% | 23% | 26% | -1% | -11% | 3 | 11%[59 µM]
COc1ccc(C)cc1NC(=O)C1CCN(C(=O)c2ccco2)CC1 | -15% | 2% | -2% | 2% | -6% | -3% | 3% | 4 | 9%
COc1ccc(OC)c(/C=C/C(=O)OCC(=O)N2CCN(S(=O)(=O)c3ccc(C)cc3C)CC2)c1 | 6% | 1% | -1% | 58%[activator] | 9% | i | -18% | -5 | 0%
CCOC(=O)Cc1nnc(Nc2cccc(O)c2)c2ccccc12 | -14% | 29% | -5% | 11% | 8% | -1% | -3% | 3 | -5%
Cc1cccc(NC(=O)COc2ccc3c(c2)CCC3)n1 | 38%[activator] | 3% | -2% | 65%[activator] | 11% | -5% | 5% | -3 | 12%
C[C@H]1Cn2cnc(C(=O)Nc3ccc(CNC(=O)OC(C)(C)C)cc3)c2C(=O)N1 | . | -1% | . | . | . | 4% | -15% | -8 | .
CCN(CC)c1nc(C#N)nc(N(CC)CC)n1 | 75%[activator] | -1% | 2%&0% | 141%[activator] | 57%[activator] | -12% | -20% | 5 | 10%[12.7 µM]
CCc1nnc(NC(=O)CSc2nnc(-c3cccnc3)n2C)s1 | 7% | -5% | -4% | 26% | -25% | 2% | -13% | 0 | ?
Cc1cc(C)cc(N2C(=O)CCSC23C(=O)N(Cc2ccccc2)c2ccccc23)c1 (stereo not given) | -32% | 0% | -4% | 4% | -6%[57.1 µM] | 10% | -15% | -2 | ?
O=C(NCc1ccc(Cl)cc1)C(=O)Nc1ccc(Br)cc1 | -4% | 6% | 5% | 44%[activator] | 1% | 6% | -5% | 0 | 8%[59 µM]
COc1ccc(C2CC(c3ccccc3)=NN2C(=S)Nc2ccccc2)cc1 (stereo not given) | -28% | 0% | 5% | 20% | ? | -3% | 7% | 1 | ?
O=c1[nH]nc(SCc2nc3ccccc3s2)n1C1CC1 | -16% | -4% | 1% | 23% | -6% | 0% | -2% | 3 | 7.9µM*
O=C(c1cccc(S(=O)(=O)N2CCOCC2)c1)N1CCN(S(=O)(=O)c2cccs2)CC1 | 2% | -5% | -6% | 27% | . | 0% | -6% | 7 | -5%
CC(C)(C)n1cnc2cc(NS(=O)(=O)c3ccccc3)ccc21 | -16% | 11% | -9% | 37% | 8% | i | -10% | -4 | -39%[12.7 µM]
CCc1cccc(NC(=O)c2cn3c4c(ccc(Cl)c4c2=O)OC(C)C3)c1 (stereo not given) | -30% | 21% | 19% | 13% | -6% | 2% | 3% | 1 | -19%[59 µM]
Cc1nccn1CC(=O)N/N=C/c1cccc(O)c1 | -4% | -4% | -11% | 16% | -2% | i | -12% | 7 | 23%[59 µM]

Compound activity: PubChem, National Center for Advancing Translational Sciences (NCATS)
